Source: PubChem (ICCB-Longwood Screening Facility, Harvard Medical School)
Polio RdRp inh = inhibitors of poliovirus RNA polymerase binding and polymerization | P03300 | poliovirus polymerase elongation, fluorescence polarization; active compounds read low | % elongation, % (compound at 16.7 µg/mL) | 150,000 tested, 0.66% active | AID 588519; in the data active = % elongation below about 90%; note: some results filed as inactive read as strong as hits
Target sequence (P03300 1749-2209 limits assumed): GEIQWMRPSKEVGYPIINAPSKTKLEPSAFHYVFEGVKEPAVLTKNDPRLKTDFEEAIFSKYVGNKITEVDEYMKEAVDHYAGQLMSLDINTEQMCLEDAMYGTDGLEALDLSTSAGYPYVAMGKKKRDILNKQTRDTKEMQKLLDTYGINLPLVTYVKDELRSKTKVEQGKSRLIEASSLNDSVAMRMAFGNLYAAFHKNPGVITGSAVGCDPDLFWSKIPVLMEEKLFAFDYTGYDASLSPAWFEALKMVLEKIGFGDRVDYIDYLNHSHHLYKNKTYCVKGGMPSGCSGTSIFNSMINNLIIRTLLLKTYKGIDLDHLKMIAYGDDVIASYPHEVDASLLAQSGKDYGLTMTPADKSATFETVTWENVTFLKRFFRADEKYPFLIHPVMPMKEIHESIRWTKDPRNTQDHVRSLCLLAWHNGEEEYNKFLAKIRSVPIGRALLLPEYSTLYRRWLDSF
Polio RdRp inh FP z-score = also measured in Polio RdRp inh; calls as there; z-score; measured here: FP z-score; hits read low
Starred values were filed as active, the others as inactive; & = joins results of further samples.

SMILES | Polio RdRp inh | Polio RdRp inh FP z-score
O=C(Cn1ncc(Cl)c(Cl)c1=O)c1ccc(S(=O)(=O)N2CCCC2)cc1 | 96 | -1.2
C/C(=N\O)C(C)(C)Nc1ccc(C(C)(C)C)cc1 | 105 | 0.1
CC(C)c1ccccc1NC(=O)COc1ccccc1F | 99 | -1.6
COc1ccccc1NC(=O)CCCc1nnc2n(C)c(=O)c3sccc3n12 | 102 | -0.9
COC(=O)CNc1ccc(Br)cc1 | 100 | -0.1
Cc1ccc(C2CC(=O)C3=C(C2)Nc2ccccc2NC3c2cccnc2)cc1 (stereo not drawn) | 105 | 0.2
Cc1ccccc1NS(=O)(=O)c1ccc2oc(=O)ccc2c1 | 103 | 0.6
CSc1nnc2c(n1)OC(C1CC=C(C)CC1)Nc1ccccc1-2 (stereo not drawn) | 120 | 3.2
CCOC(=O)c1ccc(NCc2cc(Br)ccc2O)cc1 | 101 | -0.2
Cc1ccsc1CNC(=O)Nc1ccc(C(F)(F)F)cc1 | 101 | -0.3
Cc1ccc(C)c(CSC2=NN3CCCC(=O)N=C3S2)c1 | 102 | 0.3
CN1C(=O)/C(=C(\C#N)C(=O)Nc2cc(Cl)ccc2Cl)c2ccccc21 | 106 | 1.4
Cc1cccc(N2CCN(Cc3nnc(-c4ccccc4C)o3)CC2C)c1 (stereo not drawn) | 102 | -0.9
CN(c1ccccc1)S(=O)(=O)c1ccc(Cl)cc1 | 106 | 0.3
CCc1ccc(NC(=O)C2CCN(S(=O)(=O)c3ccc4[nH]c5c(c4c3)CCCCC5)CC2)cc1 | 102 | -1
O=C(NCCc1c[nH]c2ccccc12)NC1CC(=O)N(c2ccccc2)C1 (stereo not drawn) | 97 | -1.3
Cc1ccc(NC(=O)C2C(c3ccccc3)C=CC(c3ccccc3)C2C(=O)O)cc1C (stereo not drawn) | 94 | -0.9
COC(=O)c1c(C(=O)OC)c(C)n(Cc2cccnc2)c1C | 101 | 0.2
c1ccc(CCn2nnc3ccccc32)cc1 | 102 | 0.1
CCOC(=O)/C(Br)=N\Nc1ccc(C)cc1 | 100 | -0.9
CC(C)(CO)NCc1ccc(-c2ccc(Cl)cc2)o1 | 98 | -1.3
COc1cnn(-c2ccccc2)c(=O)c1N(C)C | 102 | 0.7
O=C(Nc1ccc(S(=O)(=O)N2CCc3ccccc32)cc1)c1ccccc1 | 102 | 0.1
c1ccc(C2CN3CCSC3=N2)cc1 (stereo not drawn) | 99&102 | -0.5&0.3
CCc1nnc(NC(=O)c2nnn(-c3cccc(C(F)(F)F)c3)c2C)s1 | 105 | 1.4
O=C(CCCSc1nc2cc(Cl)ccc2c(=O)n1Cc1ccco1)N1CCOCC1 | 102 | -0.1
CCOC(=O)C1CCN(/C=C(\C#N)S(=O)(=O)c2ccc(Cl)cc2)CC1 | 105 | 1
CC(=O)N1CCN(c2ccccc2F)CC1 | 102 | 0.3
COc1cc(CC(=O)Nc2nc3ccc(S(N)(=O)=O)cc3s2)cc(OC)c1OC | 111 | 1
COc1ccc(OC)c(S(=O)(=O)N2CCCC2)c1 | 100 | -0.8
Cc1cc(C)c(C(=O)c2ccc(C(=O)N(C)C)cc2)c(C)c1 | 101 | 0.2
CCCCOc1ccc(C(=O)N2CC(=O)Nc3ccc(Br)cc3C2c2ccc(F)cc2)cc1 (stereo not drawn) | 100 | -0.5
O=c1[nH]c(-c2ccccc2)nc(=S)[nH]1 | 102 | 0.1
CCN(CC)S(=O)(=O)c1ccc(C(=O)NCCSc2c(-c3ccccc3)[nH]c3ccccc23)cc1 | 109 | 1.2
O=C(c1ccc(CN2CCc3ccccc3C2)cc1)N1CCCCCC1 | 104 | 0.8
CC1=C/C(=N\N=C2\NC(=O)C(CC(=O)Nc3ccccc3)S2)CC(C)(C)C1 (stereo not drawn) | 103 | 0.2
Cc1ccc(C)c(CN2C(=O)C(O)(c3c(C)[nH]c4ccccc34)c3ccccc32)c1 (stereo not drawn) | 102 | -0.4
O=C(CSc1ccccn1)N1CCN(S(=O)(=O)c2ccccc2)C1 | 101 | -0.1
CN(C(=O)C1CCCC1)c1c(N)n(Cc2ccccc2)c(=O)[nH]c1=O | 103 | 0.1
Cc1cc(SCC(=O)NN)c(C)cc1Cl | 94 | -1.7
Cc1cccc(NC(=O)COC(=O)c2ccco2)c1 | 101 | -0.2
CCN(CC)S(=O)(=O)c1ccc(O)c(C(=O)OCC(=O)N2c3ccccc3CC2C)c1 (stereo not drawn) | 94 | -0.5
CCN(C(=O)CSc1ccc2ccccc2n1)C1CCS(=O)(=O)C1 (stereo not drawn) | 101 | -0.2
NC(=O)c1c(NC(=O)Cn2cnc3c(cnn3-c3ccccc3)c2=O)sc2c1CCC2 | 104 | 0.2
COc1ccc(OCC(NS(=O)(=O)c2ccc(-n3cnnn3)cc2)C(C)C)cc1 (stereo not drawn) | 104 | 1.1
CCOC(=O)CN1C(=O)/C(=c2\sc3nc4ccccc4n3c2=O)c2ccccc21 | 100 | -0.6
O=C(O)CCCc1c(-[n+]2ccccc2)[nH]c2ccccc12 | 102 | 0.2
CCOC(=O)c1[nH]c(C)c(C(=O)N2CCCC(C)C2)c1C (stereo not drawn) | 101 | 0.4
COc1ccc(S(=O)Cc2ccc(C(=O)NCCc3ccc(SC)cc3)o2)cc1 (stereo not drawn) | 103 | 0.5
Cc1ccc(NC(=O)c2ccc3nc[nH]c3c2)cc1C | 103 | 0.1
CCOC(=O)C1CCCN(c2c(C(=O)c3ccccc3)cnc3ccc(F)cc23)C1 (stereo not drawn) | 102 | -0.7
Cc1cc(C)cc(N(CC(=O)Nc2cccc(C)c2C)S(=O)(=O)c2c(C)[nH]c(=O)[nH]c2=O)c1 | 104 | -0.3
CCN(c1ccccc1)S(=O)(=O)c1cc(-c2onc(C)c2C)ccc1OC | 103 | -0.9
COc1ccc(NC(=O)c2nnn(CC(=O)Nc3cccc(C)c3C)c2N)c(OC)c1 | 111 | 0.5
CN=c1scc(C)n1/N=C(\C)c1cccc(F)c1 | 98 | -0.4
Cc1c(Cl)cccc1Nc1nn2c(=O)c3ccccc3nc2s1 | 102 | -1
COc1ccc(OC)c(CN2C(=O)CCC2(C)C(=O)NCCc2ccc(OC)c(OC)c2)c1 (stereo not drawn) | 101 | 0
COC(=O)c1noc(C)c1-c1ccnn1S(=O)(=O)c1cccc(C(F)(F)F)c1 | 105 | 0.8
COc1ccc(C2=NN(CC(=O)N3CCCC3)C(=O)CC2)cc1 | 101 | -0.5
C=CCSc1n[nH]c(=O)n1-c1ccc(Cl)cc1 | 104 | 0.1

12 entries out of the list, ordered by heavy-atom count, largest number first.
SMILES | Polio RdRp inh | Polio RdRp inh FP z-score
COc1ccc(OC)c(CN2C(=O)CCC2(C)C(=O)NCCc2ccc(OC)c(OC)c2)c1 (stereo not drawn) | 101 | 0
COc1ccc(NC(=O)c2nnn(CC(=O)Nc3cccc(C)c3C)c2N)c(OC)c1 | 111 | 0.5
CCOC(=O)C1CCCN(c2c(C(=O)c3ccccc3)cnc3ccc(F)cc23)C1 (stereo not drawn) | 102 | -0.7
COc1ccc(S(=O)Cc2ccc(C(=O)NCCc3ccc(SC)cc3)o2)cc1 (stereo not drawn) | 103 | 0.5
COC(=O)c1noc(C)c1-c1ccnn1S(=O)(=O)c1cccc(C(F)(F)F)c1 | 105 | 0.8
CCN(c1ccccc1)S(=O)(=O)c1cc(-c2onc(C)c2C)ccc1OC | 103 | -0.9
CCN(C(=O)CSc1ccc2ccccc2n1)C1CCS(=O)(=O)C1 (stereo not drawn) | 101 | -0.2
COc1ccc(C2=NN(CC(=O)N3CCCC3)C(=O)CC2)cc1 | 101 | -0.5
CCOC(=O)c1[nH]c(C)c(C(=O)N2CCCC(C)C2)c1C (stereo not drawn) | 101 | 0.4
Cc1ccc(NC(=O)c2ccc3nc[nH]c3c2)cc1C | 103 | 0.1
CN=c1scc(C)n1/N=C(\C)c1cccc(F)c1 | 98 | -0.4
C=CCSc1n[nH]c(=O)n1-c1ccc(Cl)cc1 | 104 | 0.1

Continued:
SMILES | Polio RdRp inh | Polio RdRp inh FP z-score
Fc1ccc(N2CCN(C3=Nc4cccc5cccc3c45)CC2)cc1 | 146 | 4.3
CCN(CC)CCCNC(=O)c1nn(C)c2c1CS(=O)(=O)c1ccccc1-2 | 100 | -1.2
CC1CCN(S(=O)(=O)c2cnc[nH]2)CC1 | 103 | 0.3
COc1ccc(-c2cc(C(=O)NCC(C)C)no2)cc1OC | 101 | -0.1
CCOc1ccc(-c2cccc(NS(C)(=O)=O)c2)nn1 | 102 | 0.8
O=C(CSc1nc(-c2ccccc2)nc2c1Cc1ccccc1O2)N1CCCCC1 | 107 | 1
Cc1cccc(Cn2c(SCc3ccc(C(=O)NCc4cccs4)cc3)nc3ccncc32)c1 | 106 | -0.3
COc1ccc(C)cc1NS(=O)(=O)c1cc(Br)cc2c1N(C(C)=O)C(C)C2 (stereo not drawn) | 101 | -1.1
COc1ccc(CNC(=O)c2sc3nc4n(c(=O)c3c2C)CCCC4)cc1 | 105 | -0.2
Cc1cc(C)cc(NC(=O)c2cccc3c2C(=O)N(C2CCCCC2)C3)c1 | 106 | -0.3
CCC(C)c1ccccc1NC(=O)COc1ccc2c(c1)OCO2 (stereo not drawn) | 106 | 0.1
O=C(Cn1c(=O)n(Cc2ccc(Cl)cc2)c(=O)c2cccnc21)Nc1ccccc1C(F)(F)F | 104 | 0

An excerpt of these results, with two lines to a compound:
Second line of a record: Polio RdRp inh | Polio RdRp inh FP z-score
- CC1CCN(S(=O)(=O)c2cnc[nH]2)CC1
  103 | 0.3
- COc1ccc(-c2cc(C(=O)NCC(C)C)no2)cc1OC
  101 | -0.1

Continued:
SMILES | Polio RdRp inh | Polio RdRp inh FP z-score
Cc1ccc(S(=O)(=O)NCCS(=O)(=O)N2CCN(c3ccccc3)CC2)cc1 | 105 | -0.5
Cc1cc2c(cc1S(=O)(=O)NCCC1=CCCCC1)n(C)c(=O)c(=O)n2C | 100 | -1.1
COc1cc(CCC(=O)NC2CCCCC2)cc(OC)c1OC | 101 | -0.1
COCCN1C(=O)c2ccccc2C(C(=O)N2CCCC2)C1c1cn(C)c2ccccc12 (stereo not drawn) | 103 | 0.4
Cc1ccc(NC(=O)c2ccc(S(=O)(=O)N3CC(C)CC(C)C3)cc2)c(C(=O)c2ccccc2)c1 (stereo not drawn) | 103 | 0.4
Cc1ccc(CNc2cc(C)nc3nc(-c4ccc(C)cc4)nn23)cc1 | 112 | 1.3
CN1c2ccccc2Oc2nnc(N3CCN(C(=O)c4ccco4)CC3)cc21 | 103 | 0.4
COC(=O)c1cc(NC(=O)NCc2noc3ccccc23)cc(C(=O)OC)c1 | 101 | -0.5
CC(C)Cn1c(=S)[nH]c2ccccc2c1=O | 92 | -0.7
CCOc1ccc2[nH]c(=O)c(CN(CCc3ccccc3)C(=O)N(C)C)cc2c1 | 100 | -0.7
N#CCCCn1c(-c2ccc(Cl)cc2)noc1=O | 104 | 0.7
Cc1ccc(C(=O)N2CCN(CCc3ccncc3)CC2)cc1 | 109 | 0.2
COc1ccc(N2CCN(c3ccc(OC)cc3)C2c2cc(OC)ccc2O)cc1 | 105 | 1.1
CCN(Cc1ccccc1)C(=O)COC | 97 | -0.9
N#CCCNC12CC3CC(CC(C3)C1)C2 | 102 | -0.6
CCC(C)n1c(SCc2ccc(F)cc2Cl)nc2ccsc2c1=O (stereo not drawn) | 106 | 0
COc1ccc(-c2nc(SCC(=O)N3CCCC3)n[nH]2)cc1 | 103 | 0.5
O=C(c1ccc(-n2cnnn2)cc1)N1CCN(C(c2ccccc2)c2ccccc2)CC1 | 107 | 0.3
COc1ccc(NC(=O)C2CCC(Cn3c(=S)[nH]c4ccsc4c3=O)CC2)cc1 (stereo not drawn) | 100 | -0.6
Cc1ccc(OCc2nc(C#N)c(NCCN(C)C)o2)cc1 | 106 | 0.9
O=C(c1ccc(CS(=O)(=O)c2ccc(Br)cc2)o1)N1CCN(c2ccc(Cl)cc2)CC1 | 101 | 0.3
COc1ccc(-c2cn3nc(N4CCC(C(=O)Nc5cc(Cl)ccc5C)CC4)sc3n2)cc1 | 108 | 0.2
Cc1cc(C(=O)COC(=O)c2ccccc2S(C)=O)c(C)n1CCC1=CCCCC1 (stereo not drawn) | 100 | -0.5
O=S(=O)(Cc1cccc(C(F)(F)F)c1)NCc1csc(-c2cccs2)n1 | 105 | 1.3
CCOC(=O)c1c(S(=O)(=O)NCC(=O)N2CCN(c3ccccc3)CC2)c(C)n(C)c1C | 113 | 1.1
Cc1ccnc(SC(C)C(=O)O)n1 (stereo not drawn) | 101 | -0.3
CCOC(=O)c1ccccc1NC(=O)CSc1c(C)cnc2c1c(=O)n(C)c(=O)n2C | 103 | -0.5
CCOc1ccc(CN(C)CC(O)COCC2CCCO2)cc1 (stereo not drawn) | 104 | -0.2
COC(=O)c1nnn(-c2cccc(C)c2)c1C(=O)OC | 114 | 0.6
CCCCN1C(=O)C(O)(CC(=O)c2ccc3c(c2)OCCO3)c2ccccc21 (stereo not drawn) | 100 | -0.7
Cc1ccc(NC(=O)c2ccc(-c3ccccc3)cc2)nc1 | 105 | 1
Cc1sc(NC(=O)c2ccccc2F)c(C(=O)O)c1C | 101 | -0.4
Oc1ccccc1Nc1nc(-c2ccccc2)c2cc(Cl)ccc2n1 | 105 | 0.2
O=C(CSc1nc2sc3c(c2c(=O)[nH]1)CCCC3)Nc1nc2c(s1)CCCC2 | 102 | 0
Cc1nnc(SCC(=O)NC(=O)C2COc3ccccc3O2)n1Cc1ccccc1 (stereo not drawn) | 104 | 0.3
CCOc1ccccc1-c1nnc(CS(=O)(=O)c2ccccc2)o1 | 99 | -0.5
C=CCN1C(=O)c2ccc(C(=O)OCc3cn4ccccc4n3)cc2C1=O | 103 | -0.1
CC(=O)N(CCc1ccc(C)[n+]([O-])c1)c1ccccc1 | 108 | 0.7
CCOC(=O)c1cccc(NC(=O)Nc2c(C)n(C)n(-c3ccccc3)c2=O)c1 | 106 | -0.7
Cc1cccc(N2CCn3c2nc2c3c(=O)n(C/C=C/c3ccccc3)c(=O)n2C)c1 | 110 | 0.9
CCn1c(=O)c2cc(C(=O)NCCCN3CCCCCC3)sc2c2ccccc21 | 102 | 0.1

Some of the compounds tested. The share of hits here may be higher or lower than overall.
